High-throughput results: PubChem, National Center for Advancing Translational Sciences (NCATS)
Tau ThT inhib = tau fibrillization inhibition (ThT binding) | hit rate 2.1% among 270,000 | Potency, µM (doses to about 57.4 µM), for inactives: top-dose activity, negative = inhibition, most hits filed as inhibitors | recombinant tau K18 P301L (four-repeat tau fragment), heparin-induced fibrillization, ThT fluorescence; also: % is scaled to controls: 0 for no effect and ±100 for the full control effect; nearly all actives have a fitted effect of over 55% in size
Target sequence (P10636 561-689 P618L limits assumed): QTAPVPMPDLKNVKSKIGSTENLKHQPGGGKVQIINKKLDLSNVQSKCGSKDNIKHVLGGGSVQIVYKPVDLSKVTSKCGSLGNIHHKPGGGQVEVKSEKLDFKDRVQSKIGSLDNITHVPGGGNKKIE
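Heparin-induced (20 uM) aggregation of recombinant human K18 P301L tau, 15 uM unlabeled with 0.24 uM labeled, pH 7 acetate buffer, 6 hr at 37 C with compound. Fibrils quantified by 30 uM ThT fluorescence after 1 hr ambient incubation.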
SMN2 splice up = enhancers of SMN2 splice variant expression | AID 1458 | HEK293 SMN2-luciferase splicing reporter, luminescence, 30-36 h | Potency, µM (top dose mostly 46.1 µM), for the others: at the highest dose activity change, positive = activation, usual class: activators | hit rate 2.8% among 210,000; also: % of control where 0% means no effect; nearly all actives have a fitted effect of over 55% in size
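HEK293 cells carry an SMN2 […]–luciferase reporter in which exon 7 inclusion puts luciferase in frame. Cells were plated 10-12 h before compound addition, then incubated 30-36 h at 37C. ONE-Glo luminescence was read; sodium butyrate at 4.5 mM final served as control.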
LMNA splice mod = LMNA splicing modulation. HeLa LMNA splicing GFP/RFP minigene ratio, 48 h. Potency, µM (top dose mostly 46.1 µM), for inactives: at the highest dose ratio change, negative = inhibition, most hits filed as inhibitors. hit rate 0.01% among 200,000. AID 1487; active = well fitted inhibition curve with a large enough effect in the signal ratio, with a control signal flat, not every such curve was filed as active; inconclusive = small, poorly fitted or top-dose-only effect, or effect the other way, or a change in a side signal; the % refers to the signal ratio; also: % is scaled to controls: 0 for no effect and ±100 for the full control effect
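S3 HeLa cells stably expressing lamin A-EGFP splicing minigene plus DsRed2, 600 cells/well, 48 h compound exposure at 37C. Laser-scanning cytometry; analysed as GFP (500-530 nm)/RFP (575-640 nm) total intensity ratio; 0.5% DMSO vehicle.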
RECQ1 helicase = blocks DNA unwinding by human RECQ1; Potency, µM (highest dose often 57.3 µM), without a hit: top-dose activity, negative = inhibition, usual class: inhibitors; P46063; AID 2549; hit rate 0.54% among 240,000; RECQ1 DNA unwinding, red fluorescence kinetic read;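 also: plate controls were vehicle for no effect and no enzyme for full effect; nearly all actives have a fitted effect of over 30% in size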
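RECQ1T1 50 nM; forked duplex (20 bp + 30-nt ss tails) 200 nM, ATP 2 mM final; pH 8.0, 2 mM MgCl2, 2.5 ug/ml poly(dI-dC); 15 min compound preincubation; discontinuous kinetic read over 2 h at RT.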
ALDH1A1 inh = blocks purified human ALDH1A1 activity; Potency, µM (highest dose often 75.3 µM), without a hit: at the highest dose activity, negative = inhibition, actives largely listed as inhibitors; hit rate 7.3% among 220,000; Purified ALDH1A1, NADH fluorescence, propionaldehyde substrate; active = well fitted inhibition curve with a large enough effect, not every such curve was filed as active; inconclusive = small, poorly fitted or top-dose-only effect, or another doubt; inactive = no such curve, though single readings can be large or run the other way;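 also: plate controls were no enzyme wells and a reference inhibitor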
L3MBTL1 block = L3MBTL1 (human) inhibition. Q9Y468. AlphaScreen L3MBTL1–H3K9me1 peptide binding. Potency, µM (titrated, usually from 57.1 µM), for inactives: at the top dose activity, negative = inhibition, actives largely listed as inhibitors. hit rate 0.66% among 230,000; also: % is scaled to controls: 0 for no effect and ±100 for the full control effect; nearly all actives have a fitted effect of over 60% in size
Target sequence (Q9Y468 whole entry, looked up): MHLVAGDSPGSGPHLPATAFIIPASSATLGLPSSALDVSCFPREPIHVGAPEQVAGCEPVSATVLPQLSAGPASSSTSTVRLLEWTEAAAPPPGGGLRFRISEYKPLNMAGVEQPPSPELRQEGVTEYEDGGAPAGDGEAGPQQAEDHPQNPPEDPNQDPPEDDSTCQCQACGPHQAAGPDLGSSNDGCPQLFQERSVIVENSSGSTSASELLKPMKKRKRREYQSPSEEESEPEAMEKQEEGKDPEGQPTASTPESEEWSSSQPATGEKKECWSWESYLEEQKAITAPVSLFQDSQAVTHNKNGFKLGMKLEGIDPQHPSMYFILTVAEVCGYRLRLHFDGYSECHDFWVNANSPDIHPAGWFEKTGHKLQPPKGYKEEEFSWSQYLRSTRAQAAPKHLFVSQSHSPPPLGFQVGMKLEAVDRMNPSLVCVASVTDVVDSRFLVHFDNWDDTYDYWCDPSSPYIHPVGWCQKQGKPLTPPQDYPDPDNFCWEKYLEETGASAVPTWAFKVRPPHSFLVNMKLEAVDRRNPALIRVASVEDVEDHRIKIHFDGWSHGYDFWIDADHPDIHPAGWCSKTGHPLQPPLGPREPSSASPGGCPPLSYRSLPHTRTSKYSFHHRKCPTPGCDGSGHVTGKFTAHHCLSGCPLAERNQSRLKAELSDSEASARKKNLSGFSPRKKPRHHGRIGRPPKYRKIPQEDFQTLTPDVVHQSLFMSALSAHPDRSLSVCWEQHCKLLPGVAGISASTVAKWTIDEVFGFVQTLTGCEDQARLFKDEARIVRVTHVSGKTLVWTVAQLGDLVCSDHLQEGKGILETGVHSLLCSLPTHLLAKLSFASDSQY
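L3MBTL1 50 nM + b-AHA-H3(1-15)K9me1 75 nM, 30 min RT; compound added, 30 min RT; streptavidin donor/Ni-chelate acceptor beads 10 ug/mL each final, 30 min RT dark; AlphaScreen read.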
KDM4E inh = inhibitors of human JMJD2E histone demethylase; AID 2147; B2RXH2; Potency, µM (highest dose often 57.1 µM), for the others: top-dose activity change, negative = inhibition, usual class: inhibitors; hit rate 1.6% among 230,000; JMJD2E catalytic domain, FDH-coupled NADH fluorescence (FDH is formaldehyde dehydrogenase); active = well fitted inhibition curve with a large enough effect, not every such curve was filed as active; inconclusive = small, poorly fitted or top-dose-only effect, or another doubt; inactive = no such curve, though single readings can be large or run the other way;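 also: 0% = wells with enzyme and -100% = buffer wells without enzyme; nearly all actives have a fitted effect of over 50% in size; many of its hits are not listed in these tables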
Luc counter = counter-screen: inhibitors of Kinase-Glo firefly luciferase. Q27757. hit rate 0.28% among 200,000. Kinase-Glo luciferase, ATP luminescence, 8 min. Potency, µM (doses to about 38.3 µM), for inactives: top-dose activity change, negative = inhibition, most hits filed as inhibitors; also: % is scaled to controls: 0 for no effect and ±100 for the full control effect; nearly all actives have a fitted effect of over 60% in size
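Luminescence was the read-out, taken after 8-minute incubation at ambient temperature. Luciferase turned over luciferin with 10 uM ATP in imidazole pH 7.2 buffer containing KCl, MgCl2, Tween 20 and BSA.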
The depositor's hits bear a star; i = inactive; ? = inconclusive; nt = no result given; & = joins results of further samples; [ ] = dose if it differs, or a comment. Unless noted, calls follow the shape of the dose curve; as a rule, active = well fitted curve in the direction sought with a large enough effect; inconclusive = small, poorly fitted or top-dose-only effect, or another doubt; inactive = no such curve, though single readings can be large; an effect the other way counts as inactive or inconclusive. Potency is read from the fitted curve at half-maximal effect. This is a subset; rates above refer to the full screens.

No. | canonical_smiles | KDM4E inh | L3MBTL1 block | RECQ1 helicase | Luc counter | SMN2 splice up | ALDH1A1 inh | Tau ThT inhib | LMNA splice mod
1 | O=C(c1ccc(=O)oc1)N1CCCc2ccccc21 | 14.1µM* | 17.8µM* | ? | -8.6% | -4.0% | 10µM* | -11.5% | 11.2%
2 | CC(C)(C)c1ccc(N/N=C(\C#N)S(=O)(=O)C(C)(C)C)cc1 | 7.8% | nt | -4.1% | 0.6% | -57.8%[inhibitor] | 0.8% | ? | nt
3 | CCc1cccc(CC)c1C(O)c1cccnc1 (stereo unspecified) | 1.8% | ? | 7.9% | -3.2% | -25.1% | 4.9% | 7.9% | ?
4 | COC(=O)CC1C(C)(C)C(O)C2CC3=C4CC(O)OC(c5ccoc5)[C@]4(C)CCC3[C@@]1(C)C2=O (stereo partly specified) | 1.2% | nt | -14.2% | 0.9% | 3.8% | 1.2% | -1.7% | nt
5 | CC1CCN(C(=O)COC(=O)c2cc3ccccc3cc2O)CC1 | -17.9% | 0.1% | -1.7% | 5.8% | -1.0% | -6.5% | ? | 11.4%
6 | CC(=O)Nc1ccc(C(=O)CSc2nnc(C)o2)cc1 | -1.6% | -0.4% | -5.2% | -3.4% | -9.1% | 1.1% | -9.9% | -0.3%
7 | COc1ccccc1NCC(=O)N/N=C/C=C/c1ccccc1 | ? | -13.2% | 2.0% | 1.6% | 17.3% | 14.1µM* | 14.1µM* | -17.0%
8 | C=CCn1c(SCC(=O)Nc2ccccc2-c2ccccc2)nc2cc(C(=O)O)ccc2c1=O | -6.4% | 15.8% | i | 1.3% | 6.1% | -5.1% | 6.4% | -17.9%[46 µM]
9 | O=[N+]([O-])c1ccc(Cl)cc1NCCCN1CCOCC1 | 6.1% | -8.0% | 0.9% | 1.4% | -9.1%[1.84 µM] | -3.7% | -17.6% | -11.0%
10 | O=C(O)/C=C/c1cn(-c2ccccc2)nc1-c1cc2ccccc2o1 | ? | -1.2% | -7.5% | nt | nt | nt | -5.2% | nt
11 | N#C/C(=C(/O)C(Cl)c1ccccc1)c1nc2ccccc2s1 (stereo unspecified) | -14.5% | nt | -2.1% | -4.7% | -8.2% | ? | ? | -2.1%
12 | CCN(CC)CCCC(C)n1c(-c2ccccc2)nc2c(N(CCOC)CCOC)nc(C)nc21 (stereo unspecified) | ? | nt | -1.0% | -3.4% | 22.5% | ? | -2.4% | nt
13 | CCC(C)NC(=O)Cn1c(=O)n(CCCC(=O)NCc2ccccc2Cl)c(=O)c2ccccc21 (stereo unspecified) | ? | nt | i | -3.0% | 50.5% | 1.7% | -3.6% | 2.8%
14 | Cc1nnc(SCC(=O)Nc2ccc(N(C)C)cc2)n(N)c1=O | 2.0% | nt | -5.1% | 0.3% | 15.5% | 6.7% | -20.4% | nt
15 | Cc1nc(NC(=O)CC(C)C)sc1-c1csc(Nc2ccc(Cl)cc2Cl)n1 | -26.4% | -7.6% | -14.6% | -5.4% | -14.0% | ? | ? | ?
16 | CCOC(=O)C1=C2SCC(=O)N2C(N)=C(C#N)C1 | 6.2% | 1.4% | i | -2.2% | -4.9% | -3.8% | ? | 10.6%
17 | NC(=NCCc1c[nH]c2ccccc12)NS(=O)(=O)c1cc(F)ccc1F | -0.8% | 1.1% | -3.2% | -4.0% | -2.2% | 11.6% | -7.0% | -10.7%
18 | CCc1ccccc1N1CSC2=C(C#N)C(c3cc(OC)c(OC)cc3OC)CC(=O)N2C1 (stereo unspecified) | ? | nt | 2.1% | -5.1% | ? | ? | 28.2µM* | -2.4%
19 | COc1ccccc1NC(=O)c1cccc(NC(=O)c2ccco2)c1 | 1.8% | -1.2% | -2.2% | 3.3% | -5.1% | 7.1% | -19.0% | -10.0%
20 | COc1cccc(/C=N/n2c(N)c(S(=O)(=O)c3cccs3)c3nc4ccccc4nc32)c1OC | ? | 25.0% | 8.0% | -1.6% | -5.9% | ? | 4.2% | 0.0%
21 | COc1cc(CC(=O)OC2CCOC2=O)cc(OC)c1OC (stereo unspecified) | -6.6% | -1.9% | i | -1.3% | -15.1% | 11.1% | 4.7% | -2.9%
22 | O=c1cc(N2CCc3ccccc3C2)[nH]c(=O)n1-c1ccc(Cl)cc1 | 5.5% | -5.8% | -0.8% | -3.6% | 16.7% | 4.9% | -18.4% | 1.1%
23 | Cc1ccc(NC(=S)Nc2ccccn2)cc1C | -1.5% | -7.9% | -8.8% | nt | nt | nt | -13.9% | nt
24 | O=C1CC(N2CCN(c3ccc(S(=O)(=O)N4CCOCC4)cc3)CC2)C(=O)N1Cc1ccccc1 (stereo unspecified) | -1.5% | 4.6% | -3.0% | -3.4% | -27.4% | -6.9% | 0.8% | -0.6%
25 | CN(C)CCCOc1nn(Cc2ccccc2)c2ccccc12 | ? | nt | -4.7%[25.9 µM] | -1.7%[17.1 µM] | -5.1%[20.6 µM] | 10.7%[20.9 µM] | nt | -14.1%

Other results.
No. | canonical_smiles | KDM4E inh | L3MBTL1 block | RECQ1 helicase | Luc counter | SMN2 splice up | ALDH1A1 inh | Tau ThT inhib | LMNA splice mod
26 | COc1ccc(CNC(=O)CCCNS(=O)(=O)c2cccc3nonc23)cc1 | 0.3% | nt | i | 0.9% | 10.8% | 14.1µM* | -5.0% | 1.9%
27 | CCOc1cc(C2CC(=O)N3CN(C4CCCCC4)CSC3=C2C#N)ccc1O (stereo unspecified) | ? | -4.2% | -4.2% | 2.7% | -46.0% | 6.31µM* | 14.1µM* | -5.3%
28 | CC(C)(C#CCN1CCCCC1)OCCOC(c1ccccc1)c1ccccc1 | -4.1% | 2.8% | 3.3% | -3.6% | nt | -14.4% | 4.3% | ?
29 | Nc1nnnn1/N=C/C(Br)=C/c1ccccc1 | -25.2% | -7.0% | -6.0% | -0.3% | -4.1% | -5.1% | ? | 27.3%
30 | CC1(C)CC(NC(=O)c2c(N)no[n+]2[O-])CC(C)(C)N1 | 6.0% | nt | i | -0.7% | -20.8% | 7.8% | -5.8% | 13.9%[46 µM]
31 | CCOC(=O)Cc1csc(NS(=O)(=O)c2ccc3c4c(cccc24)C(=O)N3CC)n1 | 7.3% | 0.5% | 10.6% | 0.9% | 4.3% | ? | -12.3% | ?
32 | CCC1=[N+](C)c2cccc3cccc(c23)N1C | -20.5% | nt | -9.5% | -0.5% | -35.2%[inhibitor] | -3.7% | -2.6% | nt
33 | CCS(=O)(=O)N1CCC(c2nc(-c3ccc(C)cc3)no2)CC1 | -2.9% | 3.4% | 3.2% | 1.7% | -25.9% | 6.3% | -8.0% | ?
34 | Cc1noc(C)c1C(=O)OCC(=O)NC1CC1 | 1.9% | nt | -10.6% | -1.6% | 12.5% | 6.8% | -6.8% | 7.0%
35 | Cc1cc(C(F)F)n2ncc(C(=O)NCCc3ccccc3Cl)c2n1 | -1.4% | nt | -6.0% | 18.2% | -19.2% | -1.2% | -19.1% | 7.0%
36 | Cc1ccc(-c2cc(C(=O)NCCN3CCOCC3)no2)cc1 | 1.8% | 12.2% | -1.9% | -4.0% | -3.9% | ? | -9.5% | -24.0%
37 | Cc1cc(C)cc(-n2ccnc2SCC(=O)Nc2nccs2)c1 | -4.3% | -12.4% | -2.8% | -1.9% | 6.8% | 4.0% | -7.1% | ?
38 | CC1CCc2nc(NC(=O)c3ccco3)sc2C1 (stereo unspecified) | 2.4% | nt | -0.3% | -20.9% | -24.5% | ? | -16.5% | -11.3%
39 | O=C(c1ccccc1)N1CCN(C(=O)c2ccc3c(c2)OCCO3)CC1 | 10.0% | 4.5% | 1.0% | -1.9% | 13.8% | ? | -0.7% | -16.7%[46 µM]
40 | CC(NC(=O)C12CC3(C)CC(C)(CC(C)(C3)C1)C2)C(=O)O (stereo unspecified) | 4.9% | -2.6% | -5.0% | 0.4% | -3.4% | 1.9% | -0.7% | nt
41 | O=C1Cc2ccccc2C(=O)N1OCc1ccc(Cl)cc1 | -1.7% | ? | i | -4.4% | -9.1% | -11.2% | -7.9% | 3.1%[46 µM]
42 | CCOC(=O)c1[nH]c(C)c(C(=O)Nc2ccc(C)cc2C)c1C | -2.5% | ? | i | -0.7% | ? | 6.3% | -15.0% | ?
43 | O=S(=O)(Cc1noc(-c2ccc(OC(F)(F)F)cc2)n1)c1ccc(F)cc1 | 3.1% | 10.7% | -5.5% | nt | nt | -7.2% | -13.7% | nt
44 | CCC1=C(OC(=O)N(CC)CC)N2C(=O)OC(=NCCc3c[nH]c4ccccc34)[C@]2(Cc2ccccc2)[C@H]2C1=CC[C@H]1C(=O)N(c3ccccc3)C(=O)[C@H]12 | 15.5%&-4.8% | nt | -1.1% | -2.5% | 1.5% | -12.5% | -8.1%&7.8% | nt
45 | CCOc1ccc(C(=O)N2CCCC2)cc1OC | 3.2% | ? | 11.0% | 2.3% | 7.9% | -20.4% | -10.3% | 2.8%
46 | COc1ccc(NC(=O)c2cc3sccc3n2Cc2ccc(F)cc2)cc1OC | ? | -8.0% | i | -3.0% | 27.2% | -11.1% | -15.9% | ?
47 | COCCn1cc(C(=O)N2CCC(C)CC2)c2c3ccccc3n(C)c2c1=O | ? | 6.9% | i | -5.8% | 0.0% | ? | -7.1% | 14.0%
48 | O=C(CNC(=O)c1ccco1)OCc1ccc(C(=O)Oc2ccccc2)cc1 | -2.5% | -2.0% | -13.4% | -2.8% | 14.5% | ? | ? | -4.5%
49 | CCOC(=O)c1c(C)[nH]c(C)c1C(=O)COC(=O)c1cccc(S(=O)(=O)NC)c1 | 6.1% | -10.1% | -1.3% | 2.4% | -8.8% | -2.7% | -12.6% | 14.1%
50 | Cc1cccc(NC(=O)C(C)N2C(=O)C3C4CC(C(Br)C4Br)C3C2=O)c1 (stereo unspecified) | 5.9% | -4.7% | -8.2% | -0.6% | 5.4% | 3.8% | -2.0% | 0.1%
51 | NC(=O)c1ncc(C(F)(F)F)cc1Oc1cccc(F)c1 | 0.0% | nt | 2.0% | -1.1% | 13.7% | 9.1% | -3.0% | 2.5%
